From PubChem
NSD2 inh – NSD2 histone methyltransferase inhibitors, primary screen, biochemical, AlphaScreen, single concentration, set 2; 310,000 tested, 0.54% active; inhibition, % at 12.5 µM; Histone-lysine N-methyltransferase NSD2 (Homo sapiens), O96028; AID 743445, 2014; NSD2 peptide methylation, 120 min; in the data active = inhibition above about 50%
Target sequence (O96028 whole entry, looked up): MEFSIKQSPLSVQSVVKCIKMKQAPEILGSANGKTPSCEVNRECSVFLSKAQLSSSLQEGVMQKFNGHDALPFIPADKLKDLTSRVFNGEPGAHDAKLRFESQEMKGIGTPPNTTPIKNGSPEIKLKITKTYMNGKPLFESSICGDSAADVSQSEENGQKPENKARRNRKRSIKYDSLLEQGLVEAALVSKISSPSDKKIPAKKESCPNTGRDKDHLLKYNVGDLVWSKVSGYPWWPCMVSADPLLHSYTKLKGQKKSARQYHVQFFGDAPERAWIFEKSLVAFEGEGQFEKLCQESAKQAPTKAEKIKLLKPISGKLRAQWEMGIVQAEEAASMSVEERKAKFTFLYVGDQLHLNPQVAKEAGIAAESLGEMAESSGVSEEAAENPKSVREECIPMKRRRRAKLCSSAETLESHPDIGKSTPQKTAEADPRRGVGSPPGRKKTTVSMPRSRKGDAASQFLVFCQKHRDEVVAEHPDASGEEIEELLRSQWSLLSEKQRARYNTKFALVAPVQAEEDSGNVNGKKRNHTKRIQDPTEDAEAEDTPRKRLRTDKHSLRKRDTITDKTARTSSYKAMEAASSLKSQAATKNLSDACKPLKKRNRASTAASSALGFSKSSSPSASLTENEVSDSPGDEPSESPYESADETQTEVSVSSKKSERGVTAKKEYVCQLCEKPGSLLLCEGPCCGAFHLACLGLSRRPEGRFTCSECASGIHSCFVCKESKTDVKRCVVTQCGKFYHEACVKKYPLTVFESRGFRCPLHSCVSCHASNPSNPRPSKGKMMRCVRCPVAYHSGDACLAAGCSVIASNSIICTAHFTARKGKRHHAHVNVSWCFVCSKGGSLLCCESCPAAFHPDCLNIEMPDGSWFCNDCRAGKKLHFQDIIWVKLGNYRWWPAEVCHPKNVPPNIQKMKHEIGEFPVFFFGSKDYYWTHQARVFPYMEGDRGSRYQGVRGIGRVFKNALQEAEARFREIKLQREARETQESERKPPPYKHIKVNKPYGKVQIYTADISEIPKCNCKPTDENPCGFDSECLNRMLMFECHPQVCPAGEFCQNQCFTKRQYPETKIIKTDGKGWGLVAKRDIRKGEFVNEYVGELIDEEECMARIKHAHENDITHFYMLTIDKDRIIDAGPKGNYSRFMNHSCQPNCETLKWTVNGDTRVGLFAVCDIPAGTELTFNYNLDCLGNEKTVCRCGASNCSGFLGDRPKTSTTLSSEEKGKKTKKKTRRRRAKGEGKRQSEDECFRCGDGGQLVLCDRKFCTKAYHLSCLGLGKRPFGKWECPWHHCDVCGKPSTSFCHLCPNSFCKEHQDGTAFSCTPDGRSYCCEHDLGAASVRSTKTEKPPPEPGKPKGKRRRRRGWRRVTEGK
* marks the source's active call; other numbers are inactive results.

Cc1ccnc(NC(=O)CCNC(=O)c2ccc(Br)cc2)c1
  NSD2 inh = 3.8

Cc1ccc(F)c(CNC(=O)C2(C)CCCN2C(=O)C(C)C)c1F (stereo not drawn)
  NSD2 inh = -1.9

Cc1ccccc1Cn1cc(COC(=O)Nc2ccc(F)cc2)nn1
  NSD2 inh = 0.8

COc1cc(C(O)c2nc(-c3ccncc3)cs2)ccc1F (stereo not drawn)
  NSD2 inh = -1.2

CC(C)CC(N)c1csc(Nc2ccc(C(=O)c3ccccc3)cc2)n1 (stereo not drawn)
  NSD2 inh = 36.4

CC1(C(=O)NCc2ccco2)Cc2c(-c3ccc4c(c3)OCO4)ccnc2O1 (stereo not drawn)
  NSD2 inh = 1.9

CC1(C(=O)NCCC(F)(F)F)Cc2c(-c3cccc(C(N)=O)c3)ccnc2O1 (stereo not drawn)
  NSD2 inh = -0.2

Cc1ccc(CNS(=O)(=O)c2ccc(Cl)s2)cc1
  NSD2 inh = -7.8

COc1ccc(S(=O)(=O)NC(=O)C2(C)CCN2C(=O)C2CCCCC2)cc1OC (stereo not drawn)
  NSD2 inh = -1.5

COc1ccnc(CS(=O)c2nc3ccc(OC(F)F)cc3[nH]2)c1OC (stereo not drawn)
  NSD2 inh = -2.6

O=C(CSc1nnc(-c2ccccn2)n1-c1ccccc1)c1ccc2c(c1)OCO2
  NSD2 inh = -16.7

Cn1cc(CN2CCC(C(=O)NC(c3ccc(F)cc3)c3ccc4ccccc4n3)CC2)c2ccccc21 (stereo not drawn)
  NSD2 inh = 13.1

CCOc1ccc(S(=O)(=O)N2CCCC2)c2ccccc12
  NSD2 inh = -9.7

CC(NC(=O)c1ccc2nc(Cc3cccc(Cl)c3)oc2c1)c1ccncn1 (stereo not drawn)
  NSD2 inh = 0.2

COc1cc(NC(=O)CSc2nc3[nH]ncc3c(=O)n2-c2ccccc2)cc(OC)c1OC
  NSD2 inh = 2.5

N#CC1c2ccccc2-c2ccccc2N1C(=O)c1ccccc1 (stereo not drawn)
  NSD2 inh = -4.4

O=C(NN=Cc1cccc(O)c1O)c1ccccc1
  NSD2 inh = 3.8

CCN1CCC(C(=O)NC2CCCC2)(N(Cc2cccs2)C(=O)Cn2nnc3ccccc32)CC1
  NSD2 inh = -0.8

Cc1ccc(-c2cc3nc(NCCOc4ccccc4Cl)n(C)c(=O)c3s2)cc1
  NSD2 inh = -1.1

Cc1cc(C)cc(Cn2c3ccc(NC(=O)NCc4ccc(F)cc4)cc3c(=O)n2C)c1
  NSD2 inh = 1.4

CCn1c(SCC(=O)N2CCCC2=O)nc2ccccc21
  NSD2 inh = -2.8

Nc1c(OS(=O)(=O)c2ccccc2)cccc1OS(=O)(=O)c1ccccc1
  NSD2 inh = -1.4

CC(=O)Nc1ccc(-c2ccnc3c2CC(C(=O)NCc2ccccc2)O3)cc1 (stereo not drawn)
  NSD2 inh = -5.6

CCCNC(=O)C1(C)CCCN(C(=O)COc2ccc(Cl)cc2Cl)C1 (stereo not drawn)
  NSD2 inh = -1.0

CCCCN(C=O)c1c(CC)nc2c(OCCC3CCCCC3)cccn12
  NSD2 inh = 1.9

O=C(OCc1ccc(CSc2nnc(-c3cccc4ccccc34)o2)cc1)c1ccc(F)cc1
  NSD2 inh = -2.7

COc1ccc(-c2noc(CCC(=O)Nc3cccc(C(=O)NC4CC4)c3)n2)cc1OC
  NSD2 inh = 3.5

COCCNC(=O)c1ccc(N2CC3CC(C2)c2cccc(=O)n2C3)c(NC(=O)c2ccccc2Cl)c1 (stereo not drawn)
  NSD2 inh = -2.5

S=C1NC2(CCCCCC2)NN1c1ccccc1
  NSD2 inh = 0.7

Nc1ccc2ccc(NS(=O)(=O)N3CCCCC3)cc2c1
  NSD2 inh = 4.2

OC(c1ccccc1)c1nc(-c2cccc(C(F)(F)F)c2)cs1 (stereo not drawn)
  NSD2 inh = -2.8

O=C(O)C1C2CCC1C(O)C2 (stereo not drawn)
  NSD2 inh = 0.5

OC[C@@H]1CN(CCN2CCOCC2)C[C@H](n2cnc3c(Nc4ccccc4)ncnc32)O1
  NSD2 inh = 10.9

Cc1ccsc1CNC(=O)C1(C)CCN1C(C)C (stereo not drawn)
  NSD2 inh = -11.2

Cc1[nH]c2ccccc2c1NC(=O)CN1CCN(Cc2ccc3c(c2)OCO3)CC1
  NSD2 inh = -1.4

CC(C)CNC(=O)C1(C)CCCN1C(=O)c1ccncc1 (stereo not drawn)
  NSD2 inh = 1.5

O=C(NCc1ccco1)c1ccc2sc([C@H]3C[C@H](O)[C@@H](CO)O3)nc2c1
  NSD2 inh = 0.3

CCNC(=O)C1(C)CCCN(Cc2cc3ccccc3o2)C1 (stereo not drawn)
  NSD2 inh = -2.2

O=C(OCC#CCSc1nnc(-c2ccc3ccccc3c2)o1)c1cccs1
  NSD2 inh = -2.4

O=C(c1cccs1)N(CCO)Cc1cc2cc3c(cc2[nH]c1=O)OCCO3
  NSD2 inh = -0.1

CC1CCCCN1C(=O)c1ccc(CNC(=O)c2cccc(Br)c2)cc1 (stereo not drawn)
  NSD2 inh = -1.0

CCOc1ccc(N(CC(=O)Nc2c(C)n(C)n(-c3ccccc3)c2=O)S(=O)(=O)c2ccc3c(c2)N(C(=O)C2CCC2)CC3)cc1
  NSD2 inh = -12.5

c1ccc(CN2CC[C@@H](Nc3nccn4ccnc34)C2)cc1
  NSD2 inh = -3.1

Cc1nc2n[nH]c(N)c2nc1C
  NSD2 inh = -0.4

COc1ccc(-n2c(COc3ccccc3)nnc2SCC(=O)Nc2ccc3c(c2)OCO3)cc1
  NSD2 inh = -0.7

CCc1nc2c(OCCOC)cccn2c1N(C)C(=O)c1ccc(C)cc1
  NSD2 inh = 1.2

Nc1ccc(S(=O)(=O)c2ccc(N)nc2)cc1
  NSD2 inh = -2.3

Cc1cccc2c(Cl)cc(=O)[nH]c12
  NSD2 inh = -1.2

Cc1ccc2c(C)c(C(=O)NCC3CCOCC3)oc2c1C
  NSD2 inh = 1.5

COc1ccc(NC(=O)c2cc(C3CCCCN3C(=O)CCCc3ccccc3)on2)c(C)c1 (stereo not drawn)
  NSD2 inh = -1.1

C=CCn1c(SCC(=O)Nc2ccc(Br)cc2)nc(O)cc1=O
  NSD2 inh = 0.2

CCN(CC)C(=O)Cn1cc(S(=O)(=O)CC(=O)Nc2cccc(NC(C)=O)c2)c2ccccc21
  NSD2 inh = -1.9

NC(Cc1ccc(C(F)(F)F)cc1)c1csc(Nc2nncc3ccccc23)n1 (stereo not drawn)
  NSD2 inh = -4.9

COC(=O)[C@]12CCCCC=C1N(Cc1ccc3c(c1)OCO3)C(=O)[C@H](CC(=O)NCCC(C)C)C2
  NSD2 inh = -0.1

NC(c1ccncc1)c1ccc(Cl)cc1 (stereo not drawn)
  NSD2 inh = -1.2

CC(C)CN(C(=O)COC(=O)CCSc1ccc(Cl)cc1)c1c(N)n(Cc2ccccc2)c(=O)[nH]c1=O
  NSD2 inh = -4.4

COCCN(C(=O)COC(=O)CCC1CCCCC1)c1c(N)n(Cc2ccccc2)c(=O)[nH]c1=O
  NSD2 inh = -1.9

Cc1ccccc1NC(=O)c1cc(S(=O)(=O)N2CCCCC2)ccc1N1CCOCC1
  NSD2 inh = -5.6

Cc1ccc(NC(=O)N2CCC(c3nc4ccc(Cl)cc4[nH]3)CC2)cc1F
  NSD2 inh = -9.6

COC(=O)C1=C(C(=O)OC)C2C=CC1C1C(OC(C)=O)C(OC(C)=O)C21 (stereo not drawn)
  NSD2 inh = -1.6

COc1cc(NC(=O)c2cc(-c3cc(F)ccc3OC(C)C)n[nH]2)cc(OC)c1OC
  NSD2 inh = -7.6

Cc1ccc2nc(CC(O)(c3ccccc3)c3ccccc3)ccc2c1
  NSD2 inh = -6.1

CN(C)c1ccc(-c2ccnc3c2CC(C)(C(=O)Nc2ccc(F)c(Cl)c2)O3)cc1 (stereo not drawn)
  NSD2 inh = 3.5

CC1=NN(c2cccc(C(=O)O)c2)C(=O)/C1=C\C=C/c1ccccc1
  NSD2 inh = 29.6

CC(=O)c1ccc(Nc2nc(C(N)Cc3ccc(C(F)(F)F)cc3)cs2)cc1 (stereo not drawn)
  NSD2 inh = 0.9

CC(CN1CC(=O)NC(=O)C1)N1CC(=O)NC(=O)C1 (stereo not drawn)
  NSD2 inh = 1.4

CC(C)CN(C(=O)CN(C)C(=O)Cc1c(F)cccc1Cl)c1c(N)n(CC(C)C)c(=O)[nH]c1=O
  NSD2 inh = 0.0

O=C(Nc1ccccc1F)c1csc(COCCO)n1
  NSD2 inh = -3.3

Cc1ccc(CN2CCC(C(=O)c3ccc(F)cc3)CC2)cc1
  NSD2 inh = -26.7

CC1(C(=O)NCc2cccs2)Cc2c(-c3ccccc3)ccnc2O1 (stereo not drawn)
  NSD2 inh = -1.3

COCCNc1ncnc2c1ncn2[C@H]1CN(CCc2ccccc2)C[C@@H](CO)O1
  NSD2 inh = -2.6

O=[N+]([O-])c1ccc(S(=O)(=O)N2CCN(c3ccccn3)CC2)cc1
  NSD2 inh = 3.3

COc1cc(C(=O)N2CCCC(C)(C(=O)NS(=O)(=O)C3CC3)C2)cc(OC)c1OC (stereo not drawn)
  NSD2 inh = -1.3

CCc1c(O)nc(SCC(=O)Nc2ccc(Cl)cc2)n(-c2ccccc2)c1=O
  NSD2 inh = 2.3

CC1CCN(C(=O)COC(=O)c2ccccc2NCCO)CC1
  NSD2 inh = -2.4

Reformatted: entries from further up.
Compound	NSD2 inh
CC(C)CN(C(=O)CN(C)C(=O)Cc1c(F)cccc1Cl)c1c(N)n(CC(C)C)c(=O)[nH]c1=O	0.0
O=[N+]([O-])c1ccc(S(=O)(=O)N2CCN(c3ccccn3)CC2)cc1	3.3
CC(CN1CC(=O)NC(=O)C1)N1CC(=O)NC(=O)C1 (stereo not drawn)	1.4
CC1CCN(C(=O)COC(=O)c2ccccc2NCCO)CC1	-2.4
O=C(Nc1ccccc1F)c1csc(COCCO)n1	-3.3
CC1=NN(c2cccc(C(=O)O)c2)C(=O)/C1=C\C=C/c1ccccc1	29.6

Additional entries:
Cc1cc(NS(=O)(=O)c2ccc(NC(=O)c3ccc([N+](=O)[O-])cc3)cc2)nc(C)n1
  NSD2 inh = 1.1

CCOC(=O)C1CCCN(C(=O)c2ccc3sccc3c2)CC1 (stereo not drawn)
  NSD2 inh = 4.8

CC(=O)c1ccc(N2CCN(C(=O)C(=O)c3cn(CC(=O)N4CCOCC4)c4ccccc34)CC2)cc1
  NSD2 inh = -1.7

COC(=O)C1=C(C)N(Cc2cccc(C(F)(F)F)c2)C(=NCc2cc(OC)c(OC)c(OC)c2)NC1c1cccc(F)c1 (stereo not drawn)
  NSD2 inh = -0.2

COc1ccccc1C1/C(=C(\O)c2c(C)nc3c(C)cccn23)C(=O)C(=O)N1CCCN(C)C (stereo not drawn)
  NSD2 inh = 9.2

Cc1ccc2c(c1)N(Cc1ccccc1)C(=O)C(C)O2 (stereo not drawn)
  NSD2 inh = -1.9

O=C(Nc1ccccc1Cl)c1cc(C2CCCN(C(=O)c3cccs3)C2)on1 (stereo not drawn)
  NSD2 inh = -0.5

COCCNc1nc2cc(-c3cccc(Cl)c3)sc2c(=O)n1C
  NSD2 inh = -1.7

CN(CCN1CCOCC1)C(=O)c1cc(COc2ccc(F)cc2Cl)on1
  NSD2 inh = -1.5

CSc1nc(N)n2nccc2n1
  NSD2 inh = 0.3

O=C(Cn1nnc(-c2ccc(N3CCOCC3)cc2)n1)c1ccccc1
  NSD2 inh = 17.5

CCN(C(=O)CSc1nnc(-c2cccnc2)n1Cc1ccco1)c1ccccc1
  NSD2 inh = 0.4

O=C(OCc1cc(=O)n2ccsc2n1)C1(c2ccccc2)CC1
  NSD2 inh = -0.5

COCCNC(=O)C1(C)CCN(C(=O)c2ccc3sccc3c2)C1 (stereo not drawn)
  NSD2 inh = -2.9

Cc1cc(S(=O)(=O)c2ccc(Cl)cc2)nc(S(=O)(=O)c2ccc(Cl)cc2)c1C#N
  NSD2 inh = -1.4

CCCOc1ccc(F)cc1-c1cc(C(=O)Nc2ccccc2)[nH]n1
  NSD2 inh = 0.9

COc1cc(C(=O)NC2CC(C)CC(C)(C)C2)cc(OC)c1OC (stereo not drawn)
  NSD2 inh = 12.0

CCNC(=O)C1(C)CCN(Cc2ccc(C#N)cc2)C1 (stereo not drawn)
  NSD2 inh = -1.9

Cc1ccc(C(=O)N[C@H](C(=O)N2CCN(c3ncccn3)CC2)C(C)C)cc1
  NSD2 inh = -1.5

CC1(C(=O)NCCC#N)CCN1C(=O)C1(c2ccccc2)CCCC1 (stereo not drawn)
  NSD2 inh = -0.4

CN(Cc1c(F)cccc1Cl)C(=O)COC(=O)Cn1cnc2ccccc2c1=O
  NSD2 inh = -1.1

COc1cccc(C(C)(O)c2nc(-c3cccc(C#N)c3)cs2)c1 (stereo not drawn)
  NSD2 inh = 4.5

CC(=O)C1=C(C)N(Cc2ccc(F)cc2)C(=S)NC1c1ccccc1 (stereo not drawn)
  NSD2 inh = 0.7

COc1cccc(OC2(C)CCN(Cc3cccn3-c3nccs3)C2)c1 (stereo not drawn)
  NSD2 inh = 5.2

CN1CCN(CCNC(=O)c2ccc(CS(=O)c3ccc(Br)cc3)o2)CC1 (stereo not drawn)
  NSD2 inh = 11.4

COc1cc(/C=C/CN2CCC(C(=O)NC(c3ccc(F)cc3)c3ccc4ccccc4n3)CC2)ccc1OC(C)=O (stereo not drawn)
  NSD2 inh = 0.5

CCCCNC(=O)C1(C)CCN1C(=O)c1csnn1 (stereo not drawn)
  NSD2 inh = 1.3

CCCNC(=O)C1(C)CCN(C(=O)c2cccc(Cl)c2)C1 (stereo not drawn)
  NSD2 inh = -0.3

CC1(C(=O)NCc2ccccc2)CN(S(C)(=O)=O)CC(=O)N1Cc1ccc2c(c1)OCO2 (stereo not drawn)
  NSD2 inh = -2.3

Cc1ccc(C)c(NC(=O)CN2C(=O)C3CC=CCC3C2=O)c1 (stereo not drawn)
  NSD2 inh = -2.7

CCOC(=O)c1c(C)[nH]c(C(=O)OC(C)C(=O)Nc2ccc(C)cc2)c1C (stereo not drawn)
  NSD2 inh = 1.5

OC[C@@H]1CN(Cc2ccccc2)C[C@H](n2cnc3c(N4CCOCC4)ncnc32)O1
  NSD2 inh = -0.4

CNCc1cc(C)n(-c2cc(S(=O)(=O)N3CCOCC3)ccc2N2CCCC2)c1C
  NSD2 inh = 23.9

O=C(NCc1ccccc1)c1cc(C2COCCN2C(=O)OCCF)on1 (stereo not drawn)
  NSD2 inh = -0.9

Cc1ccc(S(=O)(=O)NC(=O)C2(C)CCN2C(=O)C2(c3ccc(Cl)cc3)CCC2)cc1 (stereo not drawn)
  NSD2 inh = -4.0

Some of the compounds tested; rates above refer to the full screens.
